PLCg1 inh: PLC-gamma1 enzyme inhibitors, primary screen, biochemical, fluorescence, purified enzyme. fluorogenic substrate. inhibition, % at 12.2 µM. 370,000 compounds, 0.84% hits. AID 720700, 2013; in the data active = inhibition above about 9.5%
ADAM17 inh: ADAM17 inhibitors, primary screen, biochemical, QFRET; inhibition, % at 6.95 µM; Disintegrin and metalloproteinase domain-containing protein 17 (Homo sapiens), P78536; 370,000 compounds, 0.83% hits; recombinant ADAM17, EDANS/DABCYL FRET peptide cleavage;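 active = inhibition above the mean of compounds lying between control limits plus 3 SD, set per campaign, cut at about 8.5% in these data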;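 note: 0% = DMSO-only wells as the low control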
Target sequence (P78536 215-824 limits assumed): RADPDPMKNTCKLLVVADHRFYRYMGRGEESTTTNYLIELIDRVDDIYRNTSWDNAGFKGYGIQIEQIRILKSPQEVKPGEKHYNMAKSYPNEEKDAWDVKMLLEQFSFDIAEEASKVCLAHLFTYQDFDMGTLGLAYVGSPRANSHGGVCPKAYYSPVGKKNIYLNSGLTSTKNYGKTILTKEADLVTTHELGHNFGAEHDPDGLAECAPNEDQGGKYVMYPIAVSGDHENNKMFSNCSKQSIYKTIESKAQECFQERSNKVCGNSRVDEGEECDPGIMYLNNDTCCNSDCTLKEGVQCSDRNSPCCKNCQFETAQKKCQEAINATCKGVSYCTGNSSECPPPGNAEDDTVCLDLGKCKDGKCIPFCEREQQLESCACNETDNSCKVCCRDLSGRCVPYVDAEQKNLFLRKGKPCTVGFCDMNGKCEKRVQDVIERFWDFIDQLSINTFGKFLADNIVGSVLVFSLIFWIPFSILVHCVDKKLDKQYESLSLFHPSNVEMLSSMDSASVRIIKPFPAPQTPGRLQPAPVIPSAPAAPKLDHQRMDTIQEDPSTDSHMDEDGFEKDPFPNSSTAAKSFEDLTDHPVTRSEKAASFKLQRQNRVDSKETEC
ADAM10 inh: human ADAM10 inhibitors, primary screen, biochemical, QFRET, HTS | Disintegrin and metalloproteinase domain-containing protein 10 (Homo sapiens), O14672 | recombinant ADAM10, EDANS/DABCYL FRET peptide cleavage, 3 h | inhibition, % at 7 µM | 370,000 compounds, 0.62% hits;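 active = inhibition above a per-campaign cutoff equal to the mean of compounds falling between control-based bounds plus 3 SD, cut at about 20% in these data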;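 note: 0% = DMSO wells while the 100% control is not disclosed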
HGIII-sPLA2 inh: human group III sPLA2 inhibitors, primary screen, biochemical, QFRET, BODIPY PC-A2 liposome substrate; QFRET BODIPY PC-A2 liposome hydrolysis, fluorescence; inhibition, % at 12.2 µM; 370,000 compounds, 0.56% hits; AID 743126, 2013;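 active = inhibition above mean plus 3 SD of compounds lying within the high and low control bounds, cut at about 19% in these data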;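 note: 0% = median of test compound wells and 100% = no enzyme DMSO wells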
DAX1 inh-1: DAX1 (NR0B1) inhibitors on StAR promoter, primary screen, cell-based, luminescence, SF-1 (NR5A1), full-length DAX-1; HEK293T StAR-luciferase reporter, SF-1/DAX-1 repression relief; inhibition, % at 6.8 µM; AID 652010, 2013; 370,000 compounds, 1.1% hits;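 active = inhibition above the mean over all tested compounds plus 3 SD, cut at about 3.6% in these data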;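 note: 0% = DAX-1 cells with DMSO and 100% = cells lacking DAX-1 with DMSO; higher inhibition means more luminescence from relief of DAX-1 repression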
hgDAF12 agonist: H. glycines DAF-12 receptor agonists, primary screen, cell-based, luminescence, HEK293, GAL4 fusion, UAS-luciferase. Nuclear hormone receptor DAF-12 (Heterodera glycines), GAL4 fusion. HEK293 GAL4-hgDAF12 UAS-luciferase reporter, agonist luminescence; normalized to butyrate control. activation, % at 6.8 µM. 370,000 compounds, 1.8% hits;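 active = activation above a cutoff set at the mean of all screened compounds plus 3 SD, cut at about 10% in these data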;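 note: 0% = DMSO wells and 100% = sodium butyrate wells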
DAX1 inh-2: DAX1 (NR0B1) inhibitors, primary screen, cell-based, HEK293, Gal4-DAX1, luciferase luminescence; Nuclear receptor subfamily 0 group B member 1 (Homo sapiens), P51843; HEK293 Gal4-DAX1 luciferase reporter; inhibition, % at 6.75 µM; 340,000 compounds, 0.99% hits; AID 504766, 2011;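 active = inhibition above the mean over all tested compounds plus 3 SD, cut at about 4.2% in these data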;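 note: 0% = DAX1-transfected cells with DMSO and 100% = empty-vector control cells with DMSO; inhibition shows as a rise in luminescence from relieved DAX1 repression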
Target sequence (P51843 207-470 limits assumed): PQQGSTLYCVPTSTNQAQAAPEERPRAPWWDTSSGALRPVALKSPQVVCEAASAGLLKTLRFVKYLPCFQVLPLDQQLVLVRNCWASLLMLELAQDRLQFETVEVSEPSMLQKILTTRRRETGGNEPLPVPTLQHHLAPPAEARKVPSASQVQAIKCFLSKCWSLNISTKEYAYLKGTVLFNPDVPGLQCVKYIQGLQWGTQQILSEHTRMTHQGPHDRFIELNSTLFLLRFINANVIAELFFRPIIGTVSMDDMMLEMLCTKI
hcDAF-12 act: H. contortus DAF-12 nuclear receptor activators, primary screen, cell-based, luminescence, HEK293, lit1-tk-luc reporter. HEK293 hcDAF-12 lit1-tk-luc reporter; 0% DMSO, 100% Δ7-dafachronic acid. activation, % at 6.8 µM. 370,000 compounds, 1.4% hits;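 active = activation above the mean of all tested compounds plus 3 SD, cut at about 5.5% in these data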;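 note: 100% = response to 3 µM Δ7-dafachronic acid high control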
GAA850 FXN act: FXN promoter activators, primary screen, cell-based, luciferase luminescence, HEK293 lucGAA850; 360,000 compounds, 0.56% hits; HEK293 lucGAA850 FXN promoter luciferase reporter, 24 h; percent of 10 µM SAHA response; activation, % at 6 µM;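 active = activation above the average of all compounds screened plus 3 SD, cutoff fixed separately per campaign, cut at about 7.5% in these data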;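 note: 0% = DMSO wells and 100% = 10 µM SAHA wells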
ssDAF12 agonist: S. stercoralis DAF-12 nuclear receptor activators, primary screen, cell-based, luminescence, HEK293, GRIP1 co-expression, lit1-tk-luc; Nuclear hormone receptor DAF-12 (Strongyloides stercoralis); HEK293 ssDAF-12/GRIP1 lit1-tk-luc reporter; % of 3 µM dafachronic acid response; activation, % at 6.8 µM; 370,000 compounds, 1% hits;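 active = activation above the mean over all tested compounds plus 3 SD, cut at about 0.9% in these data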;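 note: 0% = DMSO-only wells and 100% = 3 µM delta7-dafachronic acid wells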
PLCb3 inh: human PLC-beta3 inhibitors, primary screen, biochemical, fluorescence; AID 720704, 2013; 370,000 compounds, 0.18% hits; Purified PLC-beta3, fluorogenic substrate; 1-phosphatidylinositol 4,5-bisphosphate phosphodiesterase beta-3 (Homo sapiens), Q01970; inhibition, % at 12.2 µM; in the data active = inhibition above about 11%;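 note: 0% = median of compound wells on plate and 100% = full blocker control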
Numbers without * were called inactive; x = not tested or not shown.

# | Molecule | PLCg1 inh | ADAM17 inh | ADAM10 inh | HGIII-sPLA2 inh | DAX1 inh-1 | hgDAF12 agonist
1 | COCCN(C(=O)CSCc1ccc(C)cc1)c1c(N)n(CC(C)C)c(=O)[nH]c1=O | -7 | -12 | -49 | 8 | 1.8 | -3.0
2 | Cc1ccsc1C(=O)OCC(=O)Nc1ccc(Cl)cc1C(F)(F)F | 0 | -4 | -2 | -3 | -0.6 | -0.1
3 | Cc1nnc(SCC(=O)NC(=O)NC(C)(C)C)s1 | -1 | -1 | -2 | -4 | 0.0 | 0.8
4 | O=C(O)c1cc(S(=O)(=O)N2CCOCC2)c[nH]1 | 3 | -5 | -2 | -7 | -0.8 | 1.1
5 | N#CC1=C(S)N=C(N)C(c2nc(-c3ccccc3)cs2)C12CCCCC2 (stereo unspecified) | -11 | 5 | 9 | -4 | 0.0 | 0.7
6 | Cc1ccc(C(=O)OCC(=O)NCc2cccs2)c(C)c1 | 0 | 1 | 4 | -4 | 0.9 | 14*
7 | Cc1ccc(Nc2nc(N)nc(CSc3nnnn3-c3ccccc3)n2)cc1 | 1 | 0 | -6 | 0 | -0.3 | -0.8
8 | O=C(O)Cc1sc(Nc2cccc3ccccc23)nc1-c1ccc(Cl)cc1 | -25 | -13 | -30 | 0 | 0.1 | -0.8
9 | CCOc1cc(-c2nc3n(c(=O)c2C#N)CCS3)ccc1O | -25 | 3 | 1 | 2 | 0.0 | 3.5
10 | CC(C)C(=O)NC(=S)Nc1c(Cl)ccc2nsnc12 | -4 | -3 | 4 | 16 | -0.2 | 0.4

# | DAX1 inh-2 | hcDAF-12 act | GAA850 FXN act | ssDAF12 agonist | PLCb3 inh
1 | 0.5 | -1.0 | -0.2 | -0.7 | -12
2 | 0.1 | -1.7 | 2.4 | -1.7 | 0
3 | -0.7 | 1.0 | 1.5 | -0.9 | 1
4 | 0.9 | 0.4 | 0.3 | -0.9 | -2
5 | 0.5 | -0.1 | 4.7 | -0.6 | -11
6 | 0.5 | -1.6 | 5.1 | -0.8 | 4
7 | -3.0 | -0.2 | -0.1 | -2.0 | -2
8 | -0.3 | 6.7* | 2.3 | 0.2 | -32
9 | -0.5 | -0.9 | -0.3 | -1.4 | -40
10 | 0.8 | 3.3 | 0.8 | -1.0 | -11

The final 2 records of the part before come first, to join the parts.
# | Molecule | PLCg1 inh | ADAM17 inh | ADAM10 inh | HGIII-sPLA2 inh | DAX1 inh-1 | hgDAF12 agonist
9 | CCOc1cc(-c2nc3n(c(=O)c2C#N)CCS3)ccc1O | -25 | 3 | 1 | 2 | 0.0 | 3.5
10 | CC(C)C(=O)NC(=S)Nc1c(Cl)ccc2nsnc12 | -4 | -3 | 4 | 16 | -0.2 | 0.4
11 | COCCN(C(=O)CSc1nc2ccc(C)cc2[nH]1)c1c(N)n(Cc2ccccc2)c(=O)[nH]c1=O | 0 | -1 | -2 | 3 | 0.4 | 0.6
12 | Cc1ccc(S(=O)(=O)CCC(=O)N2CCN(c3ccc(Cl)cc3)CC2)cc1 | -3 | -3 | 3 | -15 | -1.4 | -0.5
13 | O=C(N/N=C/c1sc(=O)n(-c2ccccc2)c1Cl)c1ccccc1 | -3 | 5 | 0 | -4 | 0.4 | 24*
14 | OCCC1CN(Cc2nc3ccccc3[nH]2)CCN1C1CCCC1 (stereo unspecified) | 0 | -5 | 1 | 5 | -0.4 | -1.1
15 | N#Cc1cn(CC(=O)NCC2CCCO2)c2ccccc12 (stereo unspecified) | 0 | -4 | -7 | 3 | 0.4 | 1.6
16 | CN(C(=O)C1CCOC1)c1nnc(-c2ccncc2)s1 (stereo unspecified) | -6 | -35 | -124 | 1 | 0.5 | -1.1
17 | O=C(NCCN1CCOCC1)c1ccc(Cl)c([N+](=O)[O-])c1 | 1 | -7 | -6 | 0 | -0.5 | 1.3
18 | Cc1ccc(C(=O)CCNc2ccccc2)o1 | -1 | 2 | 4 | 4 | -0.4 | 0.1
19 | O=C(CSc1nnc(CNC(=O)c2ccco2)o1)Nc1nc2ccccc2s1 | -2 | 0 | -2 | 2 | 0.1 | 0.9
20 | Cc1ccc(Nc2ncnc3c2cnn3C)c(C)c1 | 2 | -2 | 6 | 3 | -0.8 | 2.1

# | DAX1 inh-2 | hcDAF-12 act | GAA850 FXN act | ssDAF12 agonist | PLCb3 inh
9 | -0.5 | -0.9 | -0.3 | -1.4 | -40
10 | 0.8 | 3.3 | 0.8 | -1.0 | -11
11 | -0.1 | 0.9 | 0.8 | -0.9 | 1
12 | -0.6 | -2.8 | 2.1 | -1.4 | -1
13 | 0.3 | 2.3 | 1.7 | -0.3 | -2
14 | -0.3 | -0.1 | -1.4 | -1.0 | -7
15 | -0.4 | 3.4 | 1.1 | 0.6 | 0
16 | 0.5 | -0.3 | 2.3 | -1.2 | -6
17 | -1.5 | -1.4 | -0.1 | -0.9 | -5
18 | 0.1 | 1.0 | 5.1 | -1.1 | -1
19 | 2.0 | 0.3 | 0.5 | -0.9 | -4
20 | -0.8 | -1.5 | -0.6 | -1.2 | -4

Next section:
# | Molecule | PLCg1 inh | ADAM17 inh | ADAM10 inh | HGIII-sPLA2 inh | DAX1 inh-1 | hgDAF12 agonist
21 | O=C(NN1CCOCC1)c1cc(Cl)ccc1Cl | -2 | -5 | 0 | 5 | -0.9 | 0.8
22 | Cc1ccccc1C(=O)NC1CCN(CC(=O)Nc2ccccc2Cl)CC1 | 1 | -2 | 13 | 0 | -0.9 | -0.8
23 | Cc1ccc(S(=O)(=O)N2CCOCC2)cc1NC(=O)CNc1ccccc1N1CCCC1=O | 5 | -1 | 3 | -2 | 0.7 | 1.5
24 | Clc1ccc2nc(CSCc3ccccc3)cn2c1 | -2 | -7 | -6 | 3 | 4.0* | 19*
25 | O=C(CSC1=NC(=O)C(c2ccccc2)C(=O)N1)Nc1ccccc1[N+](=O)[O-] (stereo unspecified) | 2 | -2 | -1 | 3 | 0.4 | 1.3
26 | COc1ccc(CN2CCC(C(=O)Nc3ccc(Oc4cccnc4)cc3)CC2)cc1 | 0 | -3 | -2 | 2 | -5.5 | -3.5
27 | O=C(CSc1nnc(NC(=O)c2ccccc2F)s1)NCC1CCCO1 (stereo unspecified) | -3 | 1 | -2 | -3 | 3.8* | 6.7
28 | COc1ccc(/C=N/NC(=O)CCn2c3ccccc3c3ccccc32)cc1OC | -2 | 1 | 5 | 3 | 0.7 | -0.7
29 | O=C(NCc1ccco1)/C(=C/c1ccco1)NC(=O)c1ccco1 | -10 | -7 | -8 | 6 | 0.0 | 2.1
30 | COc1ccc(N2CCN(C(=O)c3cn(CC4CCCCC4)nn3)CC2)cc1 | 2 | -3 | -5 | 2 | 0.4 | 2.9

# | DAX1 inh-2 | hcDAF-12 act | GAA850 FXN act | ssDAF12 agonist | PLCb3 inh
21 | 0.8 | -0.5 | 2.0 | 0.0 | -6
22 | -2.2 | -3.0 | 1.3 | -1.4 | -2
23 | 1.0 | -1.1 | -3.0 | -0.9 | -3
24 | 2.1 | 2.4 | 5.0 | 0.9* | -3
25 | -0.7 | 1.2 | 1.8 | 0.2 | 1
26 | -1.3 | -2.2 | -1.9 | -1.9 | -1
27 | 0.2 | 4.8 | 4.2 | -0.8 | -4
28 | 0.3 | -2.0 | 2.0 | -0.9 | -2
29 | -0.9 | -1.6 | 0.4 | -0.4 | -14
30 | 0.1 | -1.1 | 3.3 | -1.0 | -4

Further compounds
# | Molecule | PLCg1 inh | ADAM17 inh | ADAM10 inh | HGIII-sPLA2 inh | DAX1 inh-1 | hgDAF12 agonist
31 | CC(C(=O)N1CCc2ccccc21)N1CCc2ccccc2C1 (stereo unspecified) | -1 | -3 | -1 | 4 | -0.1 | 2.9
32 | CCCCCCCCN1C(=O)[C@@H](CC(=O)N2CCN(C(=O)C3CC3)CC2)C[C@@]2(C(=O)OC)C1=C[C@H](COCc1ccccc1)O[C@@H]2C | -1 | -1 | 6 | -21 | -0.2 | 1.4
33 | Cc1ccc(CNC(=O)CCCc2nc3ccccc3s2)cc1 | -1 | -2 | 3 | 1 | 0.6 | -1.8
34 | C/C(=N\NC(=O)c1ccc(Cl)cc1)c1ccc(Br)s1 | -1 | -2 | -10 | 3 | 0.8 | 5.0
35 | COc1ccc(-n2c(SCC(=O)Nc3ccccc3)nc(O)cc2=O)cc1 | 1 | -3 | -6 | 2 | 0.2 | -1.6
36 | CC(C)Cc1ccc(C(C)C(N)=Nc2ccc(O)cc2)cc1 (stereo unspecified) | -1 | -6 | 7 | -13 | -0.4 | 5.5
37 | COc1ccc(-c2csc(C(NC(C)=O)c3cccc(F)c3)n2)cn1 (stereo unspecified) | -9 | -1 | -5 | 3 | 0.3 | 2.7
38 | C(=C\N1CCCCCC1)/c1nnnn1-c1ccc(-c2ccccc2)cc1 | -11 | -3 | 3 | 20* | 0.7 | -1.9
39 | OCCN1CCN(c2ncnc3c2sc2nc(N4CCOCC4)c4c(c23)CCC4)CC1 | -193 | -67 | -223 | -4 | -0.6 | 0.0
40 | COc1ccc(S(=O)(=O)N(CC(=O)NCc2ccco2)C2CCCCC2)cc1OC | 4 | -2 | 0 | -4 | 0.1 | -2.4
41 | CC(C)c1ccc(/C=N/NC(=O)c2cc(-c3cccc([N+](=O)[O-])c3)n[nH]2)cc1 | 3 | 2 | 1 | 0 | -0.2 | -1.9
42 | CCOC(=O)c1c(NC(=O)CCC(=O)NCc2ccco2)sc2c1CCCC2 | 0 | -1 | -10 | -2 | -0.9 | 1.0

# | DAX1 inh-2 | hcDAF-12 act | GAA850 FXN act | ssDAF12 agonist | PLCb3 inh
31 | -0.4 | 4.0 | -0.2 | 0.8 | -2
32 | x | 0.7 | x | -0.9 | 1
33 | -1.2 | 0.5 | -1.0 | -0.4 | -2
34 | -0.8 | -0.8 | 2.1 | -1.1 | 1
35 | 0.1 | 2.0 | 1.5 | -0.5 | -5
36 | 3.4 | 0.4 | -0.3 | -1.7 | 0
37 | x | 0.7 | 0.2 | -0.8 | -9
38 | 0.2 | -0.4 | 0.7 | -0.6 | -13
39 | -0.1 | -1.5 | 2.3 | -1.7 | -201
40 | -0.7 | -2.0 | -0.1 | -1.7 | 4
41 | -1.3 | 0.0 | 0.6 | -2.2 | -2
42 | -1.2 | -1.1 | -0.5 | -1.8 | 0

From PubChem BioAssay
